SDO1 yeast rescue – sdo1-depleted yeast growth rescue; S. cerevisiae sdo1-depleted JHY4D growth rescue, OD600 30 h; hits give high values; pdr5 snq2 efflux-pump mutant strain; z-score at 10 µM; 0.21% of 140,000 active; AID 817;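 active means z-score above 3 at both the 24 hr and the 30 hr optical density reads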;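 further: z-score against mean and SD of all compound wells on the same plate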
Insulin prom inh – TRM-6 insulin promoter activity inhibition; AID 1273; TRM-6 cells (human fetal islet line), insulin promoter-eGFP reporter, imaging; reporter expression induced with tamoxifen; 0.9% of 130,000 active; inhibition, % at 2 µM;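 active means inhibition above the mean plus 3 SD, with well images judged a real hit on visual review, cut at about 60% in these data, passing the limit was not always enough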
SDO1 yeast rescue Rescue 24 h – second read-out of SDO1 yeast rescue, no call of its own (marks repeat the call); z-score; S. cerevisiae sdo1-depleted JHY4D growth rescue, OD600; measured here: growth rescue at 24 h;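 0 is the plate mean of compound wells and units are plate SD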
* marks the source's active call; other numbers are inactive results; i = inactive; · = no result given; & = joins results of further samples. Rows are unselected; any-hit rate near 0.94%.

Preview, two compounds:
SMILES	SDO1 yeast rescue	SDO1 yeast rescue Rescue 24 h	Insulin prom inh
CCOC(=O)CSc1n[nH]c(NC(=O)c2cccc(C)c2)n1	0.85	0.31	43
CCCc1nc2ccccc2c(=O)n1/N=C/c1ccccc1O	-0.26	0.03	·

Main list, repeating the preview:
SMILES	SDO1 yeast rescue	SDO1 yeast rescue Rescue 24 h	Insulin prom inh
CCOC(=O)CSc1n[nH]c(NC(=O)c2cccc(C)c2)n1	0.85	0.31	43
CCCc1nc2ccccc2c(=O)n1/N=C/c1ccccc1O	-0.26	0.03	·
Cc1nn(-c2ccccc2)c(C)c1/C=N/NC(=O)CSc1nc2ccccc2c(=O)n1-c1ccccc1	-1.3	-1.6	27
O=C(Nc1ccc(Cl)cc1Cl)c1ccc(-c2ccccc2)cc1	0.28	1.9	29
CCOC(=O)c1ccc(NCn2c(=O)oc3ccccc32)cc1	0.14	-0.16	·
CCOC(=O)c1sc(NN=C(C(=O)OC)C(=O)OC)c(C(=O)OCC)c1C	-1.3	-0.4	·
CCN(CC)C(=O)c1sc2nc(N3CCOCC3)c3c(c2c1N)CCCC3	-1.2	-1.3	20
COc1cccc(NC(=O)C2CC(=O)N(C)C(=Nc3cccc(F)c3)S2)c1 (stereo not given)	2.2	1.2	·
O=C(c1ccco1)N1CCN(c2cc(=O)n(C3CCCCC3)c(=O)[nH]2)CC1	1.2	0.87	43
CN1CCN(C(=O)c2ccc(-c3nn(C)c(=O)c4ccccc34)cc2)CC1	·	·	19
CC1(C)Cc2c(C#N)c(N3CCN(C(=O)c4ccccc4Cl)CC3)nc(-c3ccco3)c2CS1	-1.8	-1.6	·
C=CCOc1cccc(C2C(C(=O)c3ccco3)=C(O)C(=O)N2CCN2CCOCC2)c1 (stereo not given)	1.3	0.78	·
CCNC(=O)c1sc2cc(C)ccc2c1Cl	·	·	-14
C=CCn1c(C)cc(C(=O)COc2ccc(S(=O)(=O)N3CCCC3)cc2[N+](=O)[O-])c1C	-1.5	-1	-20
CCC/C(O)=C1\C(=O)CC(C)(C)CC1=Nc1ccc(OC)cc1OC	-0.05	0.16	-16
COc1cc(NC(=O)C2CC(=O)NC3=C2C(=O)CCC3)cc(OC)c1 (stereo not given)	0.12	-0.38	-53
NC(=O)COC(=O)C12CC3CC(CC(O)(C3)C1)C2	·	·	-11
COc1ccccc1Oc1cc(-n2nc(C)cc2C)ncn1	1.5	1.4	·
O=C1C2=C(SCCS2)C(=O)N1c1ccccc1	-0.01	-0.08	36
Cn1cccc1C(=O)OCC(=O)N1CC(=O)Nc2ccccc21	·	·	56
COc1ccc(Nc2c3c(c(C#N)c4nc5ccccc5n24)CCC3)cc1	-0.44	0.65	·
N#CC1=C(N)C2=CCCC[C@H]2[C@H](c2ccc(Br)cc2)C1(C#N)C#N	-2.1	-1.6	13
COc1ccc(S(=O)(=O)NCC(c2cccnc2)N2CCN(c3ccccc3OC)CC2)cc1C (stereo not given)	-0.42	-1.1	-186
Cc1ccc2nc3c(c(Nc4ccc5c(c4)OCCO5)c2c1)CCC3	-0.01	-0.89	17
Fc1ccc(-c2n[nH]c(=S)n2/N=C/c2c[nH]c3ccccc23)cc1	-0.98	-0.19	·
CCOc1ccc(NC(=O)CSc2nnc(-c3ccoc3C)n2CC2CCCO2)cc1 (stereo not given)	-0.29	-1.3	-238
CCOC(=O)c1c(N)nn(C(=O)C(C)(C)C)c1-c1ccccc1	-1.1	-0.69	·
O=C(O)CCc1n[nH]c(=S)[nH]c1=O	0.57	0.31	·
CC1CCCC(C)N1/N=C/c1ccc(Cl)cc1 (stereo not given)	0.7	0.94	32
COc1cccc(CNC(=O)CC(NC(C)=O)c2ccccc2)c1 (stereo not given)	·	·	36
NC(=NC(=O)c1ccc(Cl)cc1)N1N=CCC1c1ccccc1 (stereo not given)	·	·	-15
CN1CC(c2ccc(Cl)c(Cl)c2)[C@@]2(COc3ccccc3C2=O)[C@@]12C(=O)Nc1ccccc12 (stereo not given in full)	-1.5	-1.1	·
O=C(Nc1ccccn1)NC1CCS(=O)(=O)C1 (stereo not given)	1.7	1.2	·
N#Cc1ccc(Cl)cc1NC(=O)COC(=O)c1ccc(S(=O)(=O)N2CCCC2)cc1	-0.3	-1.1	-46
O=C(Nc1c2c(nn1-c1ccc(Cl)cc1)CS(=O)(=O)C2)c1ccc2c(c1)OCO2	0.72	0.23	-18
COc1ccc(CNC(=O)C2CCN(S(C)(=O)=O)CC2)cc1	·	·	0
O=C(CSc1c(Cl)cccc1Cl)N1CCC(c2nc3ccccc3s2)CC1	-1.8	-1.4	-38
CN(C)S(=O)(=O)c1ccc(C(=O)OCC(=O)NC(=O)NCc2ccccc2)cc1	1.1	1.8	·
COc1ccccc1NC(=S)NNC(=O)c1cc(C)n(C)n1	0.3	-0.45	-82
OCCN1CCN(CC(O)COCc2ccc3c(c2)OCO3)CC1 (stereo not given)	0.39	0.29	6
CCCn1c(C)cc(C(=O)COc2ncnc3sccc23)c1C	-1.1	0.03	·
O=C(N/N=C\C=C\c1ccc2c(c1)OCO2)c1ccc(F)cc1	·	·	33
C/C(=N/OCO/N=C(\C)c1ccc(F)cc1F)c1ccc(F)cc1F	-0.41	0.17	·
Fc1cccc(NC(=S)N2CCn3cccc3C2c2cccnc2)c1 (stereo not given)	·	·	0
CC1=CC(C)(C)NC(=S)N1c1ccccc1	0.38	-0.47	-6
CCNS(=O)(=O)c1cccc(C(=O)c2c(C)cc3ccccn23)c1	-0.59	0.89	-15
CCCNC(=S)Nc1ccc(Nc2ccccc2)cc1	0.01	0.24	-112
Cc1ccc(Nc2nc(N)nc(CN3CCc4ccccc4C3)n2)cc1	0.72	-0.08	-16
O=C(CSc1nnc(-c2ccccc2)o1)N1CCOCC1	-0.08	0.17	43
CCOC(=O)N1CCN(S(=O)(=O)c2ccc(F)c(C(=O)Nc3cccc(C)c3C)c2)CC1	-0.5	0.87	·
(listing goes on)
SMILES	SDO1 yeast rescue	SDO1 yeast rescue Rescue 24 h	Insulin prom inh
Cc1ccc(N2C(=O)Nc3ccccc3C2(O)C(=O)N2CCN(c3ccccn3)CC2)cc1C (stereo not given)	·	·	-40
O=C(NCc1cccs1)C1CC(c2ccccc2O)=NO1 (stereo not given)	-0.18	-0.02	i
COc1ccc2c(c1)c(CC(=O)Nc1cc(C)ccc1C)c(C)n2C(=O)c1ccc(Cl)cc1	-1.2	0.38	-14
CC(C)CC(N=C1NC(C)(C)Cc2ccccc21)C(=O)O (stereo not given)	0.87	0.57	-338
CC(C)C1C(C#N)=C(N)Oc2n[nH]c(C(C)(C)C)c21 (stereo not given)	0.14	-0.44	-50
CC(CCc1ccccc1)NC(=O)CCCCCNc1nc(=S)[nH]c2ccccc12 (stereo not given)	·	·	-43
O=C(Oc1cccc2cccnc12)c1ccc(Br)o1	1.7	1.5	·
Cc1cccc(N2C(S)=C(C#N)C(=O)NC2c2cccs2)c1 (stereo not given)	0.29	0.27	-14
CC1CCN(S(=O)(=O)c2cc(C(=O)N3CCN(c4ncccn4)CC3)ccc2Br)CC1	0.15	0.59	-14
Cc1ccccc1OCCOCCN1CCCCCC1	·	·	19
CSC1=C(C#N)C(c2ccccc2Cl)C(C(=O)c2cccs2)C(O)(C(F)(F)F)N1 (stereo not given)	-0.27	-0.12	-66
CCCC(=O)c1ccc(N2CCN(C(=O)OCC)CC2)c(F)c1	0.01	-0.79	60
CCOc1ccc(Cn2nnc(C(=O)NCCc3ccc(Cl)cc3)c2N)cc1	0.66	0.75	·
COCCN=c1scc(-c2cc(OC)c(OC)c(OC)c2)n1/N=C/c1c(C)[nH]c2ccccc12	-0.7	-0.3	-173
CCOc1ccc(C(=O)NCc2ccncc2)cc1	0.4	1.7	12
O=[N+]([O-])c1cc(Br)c(OCc2nnc(-c3ccccc3)o2)c(Br)c1	·	·	-42
O=C(Nc1ccccc1N1CCN(C(=O)c2ccc(Cl)cc2)CC1)c1cc(Br)ccc1Cl	-0.41&-0.01	1.1&1.7	-18
CCOC(=O)C1C(=O)C=C(/C=C/c2ccc(N(C)C)cc2)CC1c1ccccc1 (stereo not given)	-0.61	0.47	·
CC1CCCC(C)N1C(=O)CSc1nnc(CSc2ncccn2)n1C (stereo not given)	-0.06	-0.38	11
CCCC(=O)c1cc(-c2nc3ccccc3n2C)n(C)c1	-1.2	-1.4	19

Entries of single compounds, quoted from the list. Screens in order: SDO1 yeast rescue, SDO1 yeast rescue Rescue 24 h, Insulin prom inh
Results for CSC1=C(C#N)C(c2ccccc2Cl)C(C(=O)c2cccs2)C(O)(C(F)(F)F)N1 (stereo not given) : -0.27, -0.12, -66
Results for COCCN=c1scc(-c2cc(OC)c(OC)c(OC)c2)n1/N=C/c1c(C)[nH]c2ccccc12 : -0.7, -0.3, -173
Results for CC1CCCC(C)N1C(=O)CSc1nnc(CSc2ncccn2)n1C (stereo not given) : -0.06, -0.38, 11
Results for O=[N+]([O-])c1cc(Br)c(OCc2nnc(-c3ccccc3)o2)c(Br)c1 : ·, ·, -42
Results for CCOc1ccc(Cn2nnc(C(=O)NCCc3ccc(Cl)cc3)c2N)cc1 : 0.66, 0.75, ·

Additional records follow:
SMILES	SDO1 yeast rescue	SDO1 yeast rescue Rescue 24 h	Insulin prom inh
COc1ccccc1N1CCN(C(c2ccc(C)cc2)c2nnnn2C(C)C)CC1 (stereo not given)	-0.25	-0.56	36
CCOC(=O)C1=C(C)Nc2sc(C(=O)c3ccc(F)cc3)c(N)c2C1c1ccc(C(=O)OC)cc1 (stereo not given)	-0.03	-0.25	·
Cc1ccc(N(CC(O)Cn2c3ccccc3c3ccccc32)S(C)(=O)=O)c(C)c1 (stereo not given)	-1.6	-2.4	-37
COc1ccc(-c2noc(CN(C)S(=O)(=O)c3ccc(Cl)cc3)n2)cc1OC	-1.7	-1.1	24
Nc1ccccc1C(=O)Nc1cccc(C(=O)O)c1	0.38	-0.17	-9
CCN(CC)c1ccc(C=N/C(C#N)=C(\N)C#N)cc1	-0.08	0.07	·
CCSc1nnc(-c2cccc(S(=O)(=O)N(CC)CC)c2)n1Cc1ccccc1	-0.81	-0.08	-6
COc1ccc(C(=O)CSc2nnc(-c3ccccc3)o2)cc1	0.16	0.93	-19
COc1cccc(NS(=O)(=O)CC23CCC(CC2=O)C3(C)C)c1 (stereo not given)	0.36	0.18	-35
CC(C)(C)n1nc2c(c1NC(=O)c1ccco1)CS(=O)C2 (stereo not given)	-0.44	-0.18	0
CCSc1nnc([C@H](Cc2ccccc2)NC(=O)OC(C)(C)C)o1	-0.08	0.11	24
O=c1cc(O)c2c(=O)n(-c3ccccc3)c3c(c2o1)CCCCC3	0.08	0.25	-52
O=C(O)c1ccc(CNCc2cccc(Cl)c2Cl)cc1	0.73	0.57	-13
O=C(CN1CCN(Cc2ccccc2)CC1)N/N=C/C=C/c1ccccc1[N+](=O)[O-]	1.8	2.6	·
Cc1c(-c2nnnn2-c2ccc(F)cc2)cnc2cc3c(cc12)OCO3	-0.53	-0.68	·
O=[N+]([O-])c1ccc(N2CCN(S(=O)(=O)c3ccccc3)CC2)cc1NCC1CCCO1 (stereo not given)	-0.08	0.27	-36
Nc1ncnc(N2CCOCC2)c1N	1.1	0.81	·
C(=N\Nc1ncnc2sc3c(c12)CCC3)/c1cccs1	-1.9	-1.4	·
CCOc1ccc(NC(=O)CSc2nnc(CCNC(=O)c3ccc(OC)cc3)n2CC)cc1	-0.45	-1.3	·
CCN1C(=O)OC2(CCCCC2)C1(C)O (stereo not given)	0.38	0.06	40

3 entries from above, sorted by count of non-hydrogen atoms, falling:
SMILES	SDO1 yeast rescue	SDO1 yeast rescue Rescue 24 h	Insulin prom inh
CCOc1ccc(NC(=O)CSc2nnc(CCNC(=O)c3ccc(OC)cc3)n2CC)cc1	-0.45	-1.3	·
CN(C)S(=O)(=O)c1ccc(C(=O)OCC(=O)NC(=O)NCc2ccccc2)cc1	1.1	1.8	·
CCOC(=O)CSc1n[nH]c(NC(=O)c2cccc(C)c2)n1	0.85	0.31	43

New compounds follow:
SMILES	SDO1 yeast rescue	SDO1 yeast rescue Rescue 24 h	Insulin prom inh
Cc1csc(NC(=O)/C=C/c2ccc3c(c2)OCO3)n1	0.09	-1.1	14
O=S(=O)(c1ccc(F)c(F)c1F)N1CCN(C(=S)Nc2ccccc2)CC1	·	·	-324
Cc1onc(-c2c(Cl)cccc2Cl)c1C(=O)n1nnc2ccccc21	-0.56	-1	-10
CCOc1ccc2nc(NCCNS(=O)(=O)c3ccccc3)c(C#N)cc2c1	0.34	0	-23
O=C(Nc1ccc(Cl)cc1)N1CCC(c2nc(-c3ccc(F)cc3)no2)CC1	-1.7	-0.18	·
CCc1cc2c(NCc3ccco3)ncnc2s1	-0.29	-0.53	29
Cc1cccc(C)c1NC(=S)N(Cc1ccco1)C1CCN(C(C)C)CC1	1.1	0.72	-71
O=C(CCSc1nnc2ccc3ccccc3n12)Nc1ccc(F)cc1	-1.2	0.32	-6
CCOC(=O)C1=c2/c(=C/c3ccccc3OC)c(N)c(C#N)n2C(=O)C(c2ccccc2OC)S1 (stereo not given)	0.41	0.12	0
CCn1nc(C(=O)Nc2ccc(S(=O)(=O)Nc3nccs3)cc2)c2ccccc2c1=O	0.71	0.47	·
CC(C)c1ccc(N2C(=O)[C@@H]3Cc4ccccc4CN3C2=O)cc1	-0.97	-0.17	-64
CCOC(=O)COc1ccccc1C1Nc2ccccc2C(=O)N1c1cccc(Cl)c1 (stereo not given)	-1.7	-0.89	48
O=C(/C=C/c1ccco1)N/C(=C\c1ccccc1)C(=O)NCCc1nc2ccccc2[nH]1	0.44	-0.51	-19
CCOC(=O)NC1C=CS(=O)(=O)C1 (stereo not given)	0.89	-0.27	-9
O=C(c1cccs1)N1CCN(Cc2ccccc2[N+](=O)[O-])CC1	-0.7	-0.41	21
Cc1ccc2oc(=O)c3cnn(CC(=O)NCCC(C)C)c3c2c1	-0.45	-1.1	50
